Screens from PubChem BioAssay.
MEKK3 PB1 HTS: MEKK3-MEK5 PB1 interaction, increase or decrease. Q99759. bead-based flow cytometry, Alexa488-MEK5 binding to MEKK3; actives lie on both sides; 0 = blocked by unlabeled MEK5, 100 = vehicle. binding response (% of control), % at 10 µM. 290,000 compounds, 1.4% hits;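 active = binding response more than 3 SD above or below the average of its plate-row segment, actives on both sides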;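 also: Alexa488 bead fluorescence after subtracting the streptavidin-only scavenger bead signal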
IDE act: activators of human insulin-degrading enzyme in cells | AID 493087 | P14735 | HEK cells, FAbeta-B cleavage, fluorescence polarization; 0% vehicle, 100% cell-free pure enzyme wells | activation, % at 5.96 µM | 340,000 compounds, 0.073% hits;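 active = activation above the mean of all tested compounds plus 3 SD, set per screening campaign, cut at about 17% in these data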
Target sequence (P14735 whole entry, looked up): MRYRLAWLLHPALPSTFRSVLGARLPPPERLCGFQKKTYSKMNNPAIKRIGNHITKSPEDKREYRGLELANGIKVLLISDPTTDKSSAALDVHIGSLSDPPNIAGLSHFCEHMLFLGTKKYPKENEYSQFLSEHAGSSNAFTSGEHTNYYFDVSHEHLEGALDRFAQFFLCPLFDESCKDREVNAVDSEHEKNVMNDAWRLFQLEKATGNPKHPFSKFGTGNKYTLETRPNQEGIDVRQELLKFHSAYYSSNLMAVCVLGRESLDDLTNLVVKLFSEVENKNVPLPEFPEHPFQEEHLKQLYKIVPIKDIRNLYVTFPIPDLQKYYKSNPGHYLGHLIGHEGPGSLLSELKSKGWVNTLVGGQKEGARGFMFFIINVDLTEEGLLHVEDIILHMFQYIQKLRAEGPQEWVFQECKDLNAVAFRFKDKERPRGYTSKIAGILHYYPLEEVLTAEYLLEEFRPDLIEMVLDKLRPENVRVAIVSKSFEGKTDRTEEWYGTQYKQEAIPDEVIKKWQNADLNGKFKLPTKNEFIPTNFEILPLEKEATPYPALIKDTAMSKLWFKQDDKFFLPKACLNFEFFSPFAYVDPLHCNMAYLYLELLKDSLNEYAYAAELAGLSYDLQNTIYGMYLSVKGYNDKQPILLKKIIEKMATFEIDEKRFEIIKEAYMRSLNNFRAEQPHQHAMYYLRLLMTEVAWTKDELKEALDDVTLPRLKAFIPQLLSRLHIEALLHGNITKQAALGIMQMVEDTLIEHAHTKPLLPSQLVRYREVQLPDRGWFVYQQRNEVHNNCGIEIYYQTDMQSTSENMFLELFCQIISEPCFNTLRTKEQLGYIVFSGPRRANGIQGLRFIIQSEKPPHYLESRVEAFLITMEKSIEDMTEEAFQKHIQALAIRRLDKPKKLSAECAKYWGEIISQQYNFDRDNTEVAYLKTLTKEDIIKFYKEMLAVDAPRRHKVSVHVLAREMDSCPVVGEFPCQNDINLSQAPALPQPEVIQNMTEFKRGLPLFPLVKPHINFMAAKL
pCIP destab: compounds decreasing mouse p/CIP protein stability; F442A p/CIP-EGFP cells, EGFP fluorescence, 16 h; 290,000 compounds, 0.01% hits; decrease of EGFP signal, % at 10 µM; AID 1984; Q05BA5;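 active = EGFP signal decrease of at least 30% at 10 µM or well 3 SD below plate mean, unless failing retest; inactive = the rest, including hits failing retest or dose response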; also: some compounds called inactive have numbers as strong as hits; many of its hits are not listed in these tables
NALP1 yeast inh: NALP1 inhibition; S. cerevisiae NALP1/ASC/caspase-1 growth, X-gal OD620, 72 h; inhibition, % at 10 µM; 280,000 compounds, 0.61% hits; in the data active = inhibition mostly above about 24%, no sharp cut-off; inactive = mostly below about 32%; also: some compounds called inactive have numbers as strong as hits
PfM18AAP inh: PfM18AAP enzyme inhibition; recombinant PfM18AAP, H-Glu-NHMec fluorogenic cleavage; inhibition, % at 7.35 µM; 290,000 compounds, 1.2% hits; AID 1822;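 active = inhibition above the campaign mean inhibition over all tested compounds plus 3 SD, cut at about 28% in these data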;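 also: 0% = plate median of test compound wells and 100% = 2 mM ZnCl2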
MEKK2wt PB1 HTS: raises or lowers MEK5 binding to wildtype human MEKK2 PB1 domain; Q9Y2U5; bead flow cytometry, Alexa488-MEK5 binding to MEKK2 WT; actives lie on both sides; binding response (% of control), % at 10 µM; 290,000 compounds, 1.1% hits; AID 1531; in the data active = binding response below about 67% or above about 130%
IDE cell inh: inhibitors of human insulin-degrading enzyme in cells; P14735; HEK cells, FAbetaB cleavage, fluorescence polarization; inhibition, % at 5.59 µM; 320,000 compounds, 0.41% hits; AID 434962;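 active = percent inhibition above the average of all tested compounds plus 3 SD, set per screening campaign, cut at about 16% in these data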;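 also: IDE supplied by intact live HEK cells; FP after avidin binding of uncleaved biotin substrate so inhibition keeps polarization high; 0% = DMSO wells and 100% = 60 µM reference IDE inhibitor Ii1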
SUMO HTRF inh: blocks human SUMOylation mediated by UBC9; HTRF SUMOylation assay, SAE1/SAE2 + UBC9, in vitro; inhibition, % at 35 µM; 290,000 compounds, 0.36% hits; AID 2006; in the data active = inhibition above about 50%, passing the limit was not always enough; also: strong numbers were not always called active
MEKK2 mut-MEK5: signal of MEK5 binding to mutant human MEKK2 PB1 domain; AID 1530; bead flow cytometry, Alexa488-MEK5 binding to MEKK2 mutant; 290,000 compounds, 0.35% hits; percent response, % at 10 µM; in the data active = percent response above about 24%, passing the limit was not always enough; also: inactives centre near 1; some results filed as inactive read as strong as hits; reference of the scale not given here
* marks the source's active call; other numbers are inactive results; / = no result given.

SMILES | MEKK3 PB1 HTS | IDE act | pCIP destab | NALP1 yeast inh | PfM18AAP inh | MEKK2wt PB1 HTS | IDE cell inh | SUMO HTRF inh | MEKK2 mut-MEK5
CC(C)Nc1nc(NC(C)C)nc(NS(=O)(=O)c2ccc(N)cc2)n1 | 108 | 4 | 3 | -122 | 0 | 94 | 2 | 18 | 2
O=S(=O)(c1ccc(N2CC=C(c3ccccc3)CC2)nc1)N1CCCC1 | 84 | -2 | -6 | 18 | -1 | 88 | 4 | -8 | -12
CC1(C)CC(=O)C2=C(C1)Nc1[nH]c(=S)[nH]c(=O)c1C2c1ccccc1 (stereo not given) | 106 | -4 | -20 | -8 | 1 | 102 | -4 | 53 | -1
COC(=S)Nc1cccc(C(F)(F)F)c1 | 80 | / | 1 | 21 | -1 | 82 | -1 | 4 | -23
CN(C)S(=O)(=O)c1ccc(C(=O)NCc2nc3ccccc3s2)cc1 | 99 | 1 | -11 | 9 | 4 | 102 | 5 | 6 | 5
O=C(C1=C(O)C(=O)N(CCN2CCOCC2)C1c1ccccn1)c1cccs1 (stereo not given) | 103 | 4 | -7 | 8 | 0 | 105 | -2 | 17 | 3
COC(=O)CSc1nc2sc3c(c2c(=O)n1-c1ccccc1)CCN(C)C3 | 102 | -6 | -1 | 17 | 0 | 104 | -4 | 25 | 15
Cc1nc2ccccc2nc1SCC(=O)c1ccccc1 | 116 | 4 | 10 | 29 | 7 | 99 | 3 | -13 | 0
O=C(CNC(=O)c1ccc(Br)o1)NCC1CCCO1 (stereo not given) | 102 | 1 | -13 | 4 | -14 | 105 | -4 | 14 | 6
CC(=O)Nc1sc(N/N=C\c2cccc(Cl)c2)nc1-c1cccs1 | 98 | -5 | -10 | 41 | 14 | 109 | 8 | 5 | 17
O=[N+]([O-])c1cc(/C=N/O)ccc1SCc1ccccc1Cl | 99 | 6 | -5 | 1 | 13 | 91 | -2 | -45 | -4
CN(C)C(=O)CSc1nc(-c2ccccc2)c(-c2ccccc2)o1 | 97 | -3 | 2 | 14 | -1 | 103 | -2 | -10 | 4
CC(=O)c1cccc(NS(=O)(=O)c2ccc(C(=O)Nc3ccccc3)cc2)c1 | 99 | 3 | -33 | 8 | 0 | 97 | 6 | 9 | 2
CC(=O)c1c(C)c(C)c2n1CCn1c(C)ccc1-2 | 92 | 7 | 1 | / | 6 | 97 | 4 | 26 | 4
O=C1CCC2S/C(=C/Nc3ccc(C(F)(F)F)cc3)C(=O)N12 (stereo not given) | 94 | 0 | -12 | 14 | -5 | 83 | 2 | 17 | -19

Part of the list above, showing only PfM18AAP inh and SUMO HTRF inh.
structure	PfM18AAP inh	SUMO HTRF inh
CC1(C)CC(=O)C2=C(C1)Nc1[nH]c(=S)[nH]c(=O)c1C2c1ccccc1 (stereo not given)	1	53
COC(=S)Nc1cccc(C(F)(F)F)c1	-1	4
CN(C)S(=O)(=O)c1ccc(C(=O)NCc2nc3ccccc3s2)cc1	4	6
O=C(C1=C(O)C(=O)N(CCN2CCOCC2)C1c1ccccn1)c1cccs1 (stereo not given)	0	17

New compounds follow.
SMILES | MEKK3 PB1 HTS | IDE act | pCIP destab | NALP1 yeast inh | PfM18AAP inh | MEKK2wt PB1 HTS | IDE cell inh | SUMO HTRF inh | MEKK2 mut-MEK5
CC(C)CC(=O)N=C1SC2CS(=O)(=O)CC2N1Cc1ccccc1 (stereo not given) | 195* | 2 | 9 | 29 | 3 | 114 | 2 | 5 | 1
CC1=Nc2cc(C(=O)O)ccc2Sc2ccc(C)cc21 | 76 | 0 | -5 | -24 | 0 | 82 | 3 | 15 | -18
CC(=O)C1C(c2ccccc2Cl)NC(=O)NC1(O)C(F)(F)F (stereo not given) | 103 | 0 | -29 | 2 | -3 | 108 | 0 | 19 | 6
COC(=O)Oc1nsnc1N1CCOCC1 | 95 | 9 | 1 | 1 | 26 | 99 | 9 | -6 | -2
CCOC(=O)C(NC(=O)CC)(Nc1ccc(S(=O)(=O)Nc2onc(C)c2C)cc1)C(F)(F)F (stereo not given) | 102 | 0 | 1 | 8 | 2 | 101 | 0 | -8 | 9
Cc1coc2c1c(C)cc1oc(=O)c(CC(=O)NCCC(=O)O)c(C)c12 | 102 | 5 | 3 | 7 | 5 | 100 | 3 | 36 | 1
COc1ccc(C2(C)NC(=O)N(CC(=O)Nc3ccc(S(=O)(=O)N4CCCC4)cc3)C2=O)cc1 (stereo not given) | 96 | -1 | 2 | 2 | 4 | 85 | -2 | -2 | -9
Brc1ccc(-c2nnc3sc(CN4CCC5(CC4)OCCO5)cn23)cc1 | 97 | 5 | 1 | 20 | -10 | 99 | 2 | 5 | 3
COCc1cc(CN2CCCC(C(=O)Nc3cccc(-n4cnnn4)c3)C2)ccc1OC (stereo not given) | 107 | -4 | -6 | 2 | 2 | 116 | 7 | 3 | 10
CCCCn1c(N)c(N(Cc2ccccc2OC)C(=O)COc2ccc(F)cc2Cl)c(=O)[nH]c1=O | 103 | 3 | 6 | 30 | -1 | 98 | -1 | -12 | -2
Cc1cc(N2CCN(C)CC2)ccc1NC(=O)c1c2c(nc3ccccc13)CCN(Cc1ccccc1)C2 | 106 | 12 | 13 | 8 | -16 | 106 | -6 | 8 | 0
COc1ccc(S(=O)(=O)N(C)c2ccc(C(=O)NCc3ccncc3)cc2)cc1 | 102 | 7 | -5 | -1 | -6 | 110 | -2 | -3 | 7
COc1ccc(OCc2cc(C(=O)N(C)C3CCOC3)no2)c(Cl)c1 (stereo not given) | 100 | -2 | -18 | 20 | 1 | 98 | -5 | -2 | 0
CN1CCN(CCOc2cccc(Cl)c2)CC1 | 106 | 3 | -14 | 2 | 4 | 98 | 0 | 14 | -5
Cn1c(=O)[nH]c(=O)c2c1nc(NCCCn1ccnc1)n2CCOc1ccccc1 | 104 | 5 | -6 | 15 | -4 | 106 | 0 | 15 | 1
O=C(OC(C(=O)NCC1CCCO1)c1ccccn1)c1cccs1 (stereo not given) | 105 | -5 | 3 | -24 | 3 | 104 | 1 | 6 | 5
Cc1ccc(CN2C(=O)[C@H]3Cc4c([nH]c5ccccc45)C(C)(C)N3C2=O)cc1 | 101 | 0 | / | / | / | 97 | 0 | / | -5
Cn1c2c(c(=O)[nH]c1=O)C(c1ccc(O)cc1)C1=C(N2)c2ccccc2C1=O (stereo not given) | 97 | / | 10 | -18 | 0 | 93 | 2 | 5 | -9
Cc1ccc(C(=O)Nc2cc(=O)n(C)c(=O)n2C)o1 | 106 | -2 | -2 | 0 | 8 | 97 | 1 | 11 | -4
CN(C)c1ccc(NC(=S)NC23CC4CC(CC(C4)C2)C3)cc1 | 101 | 5 | 0 | 4 | 10 | 101 | 3 | -15 | 0
O=C(c1ccncc1)c1ccc([N+](=O)[O-])cc1 | 107 | -2 | 0 | 13 | 0 | 102 | 3 | 0 | 1
Cc1nn(-c2ccccc2)c2c1C(c1ccccc1)C(C#N)=C(N)O2 (stereo not given) | 104 | 0 | -2 | 35 | 3 | 100 | 2 | 7 | 6
COc1ccc(C(=O)OCC(=O)NCc2ccccc2)c(OC)c1OC | 111 | 3 | 3 | 10 | 6 | 104 | -1 | 23 | 1
COc1ccccc1C(=O)OCC(=O)Nc1ccc(Cl)cn1 | / | -7 | -3 | 11 | 1 | / | 2 | 8 | /
CCC1(C)Cc2nc3sc(C(=O)O)c(N)c3cc2CO1 (stereo not given) | 104 | 1 | 12 | 29 | 14 | 101 | 2 | 2 | 7
Cc1cc(C)c(NC(=O)c2sc3nc4c(cc3c2N)C(=O)CC(C)(C)C4)c(C)c1 | 96 | -3 | -15 | 32 | 6 | 96 | -3 | 7 | -6
Cc1ccc(-c2nn(-c3ccccc3)cc2C(=O)Nc2ccc(C(=O)O)cc2)cc1 | 104 | 0 | -9 | 23 | 2 | 98 | 0 | 28 | 0
Cc1cccc(NC(=O)c2cc(S(=O)(=O)N3CCc4ccccc43)cn2C)c1 | 98 | 3 | -4 | 1 | -3 | 93 | 1 | 10 | -1
COC(=O)CCn1nnc(-c2cccs2)n1 | 100 | -2 | -5 | -32 | 0 | 96 | -2 | 27 | -2
Cc1cccc(C)c1NS(=O)(=O)c1c(C)[nH]c(=O)[nH]c1=O | 99 | -1 | -7 | 8 | 7 | 101 | 0 | 22 | 0
CC(=O)Nc1cccc(C(=O)OC(C)C(=O)NC2CCCc3ccccc32)c1 (stereo not given) | 102 | 6 | -10 | -2 | 4 | 102 | -1 | -8 | 4
CC(=O)c1sc(-c2ccccc2Cl)nc1C | 104 | -1 | -9 | -5 | -2 | 100 | 4 | -11 | -9
Cn1c(=O)c([N+](=O)[O-])c(-n2ccnc2)c2ccccc21 | 99 | 0 | -5 | 13 | 6 | 96 | -2 | 6 | 0
Cc1cc(C)c2cc(C#N)c(SCC(=O)Nc3ccc4c(c3)OCO4)nc2c1 | 111 | 2 | -12 | / | -6 | 106 | -3 | 23 | 3
CC1CCN(C(=O)Cn2cnc3c2c(=O)n(C)c(=O)n3C)c2ccccc2S1 (stereo not given) | 101 | 5 | 2 | -20 | -2 | 102 | 4 | 5 | 3
Cc1ccc(OCc2nnc(NC(=O)c3cccnc3)s2)cc1 | 93 | 0 | 3 | / | 1 | 96 | 1 | -1 | -4
CN(C(=O)CSc1nnc(NCc2ccccc2)s1)C1CCS(=O)(=O)C1 (stereo not given) | 93 | 0 | -9 | 14 | 1 | 91 | 2 | 51 | -7
O=C(COc1cccc2ccccc12)NNC(=O)[C@@H]1CCCC[C@@H]1C(=O)O | 104 | 2 | -16 | 2 | 4 | 106 | -9 | -10 | 2
Cc1ccc(NC(=O)CN2CCN(CCN=CC3=C(O)CC(c4ccccc4)CC3=O)CC2)cc1 (stereo not given) | 115 | -4 | -15 | 30 | 0 | 105 | 8 | 8 | 4
COC(=O)/C=C/c1ccc2c(c1)OCO2 | 95 | 0 | -2 | -3 | -3 | 91 | 0 | 3 | -1
COc1ccc(N2C(=O)C3C(C2=O)C(C(=O)c2ccccc2)N2CCCC32)cc1 (stereo not given) | 92 | -3 | -11 | / | 3 | 91 | 6 | 20 | -13
CCC(C)c1ccccc1NC(=O)COC(=O)C1=COCCO1 (stereo not given) | 103 | 3 | 16 | 12 | 3 | 98 | 1 | 10 | 0
O=C(O)c1cc(-c2ccccc2Cl)n(-c2ccc(F)cc2)n1 | 102 | 4 | 2 | 6 | 1 | 100 | -3 | -7 | 1
CCOC(=O)c1sc(NC(=O)CCCCl)nc1C | 100 | -3 | -14 | 22 | 3 | 105 | 1 | -8 | 2
Cc1ccc(C)c(CSc2nc3ccncc3n2CC(=O)Nc2ccc(C)c(C)c2)c1 | 107 | / | -6 | 32 | -8 | 124 | / | 17 | 17
O=C(NCC1CC1)c1onc(CSc2ccncc2)c1C(=O)NCC1CC1 | 111 | 3 | -5 | 2 | / | 100 | 1 | 16 | 8
COCCCN1C(=O)C(O)=C(C(=O)c2ccco2)C1c1ccccc1 (stereo not given) | 110 | 2 | -22 | 15 | 1 | 104 | 6 | 19 | 12
O=C(COC(=O)COc1ccccc1Cl)Nc1ccccc1OC(F)F | 100 | 0 | 4 | 1 | -2 | 103 | -1 | 1 | 0
C=CCn1ccc(O)c(Cc2ccc(Cl)cc2)c1=O | 101 | 1 | -7 | 5 | -1 | 105 | -2 | 8 | 7

This is a subset; count on the stated rates, not on these rows.
